Statin myotox sup = protects C2C12 myotubes from simvastatin toxicity | ATP luminescence, 48 h; scaled: DMSO 0, geranylgeraniol control 100 | rescue of ATP level, % at 7.49 µM | hit rate 0.78% among 330,000 | AID 602340;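 active means mean ATP rescue above about 67%, or every replicate alone reaching that limit, limit read from the data, passing the limit was not always enough; inconclusive means no clear call, values can overlap the other calls; inactive means mean under the limit and some replicate under it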;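 further: myotubes were challenged with 10 µM simvastatin during compound exposure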
ARNT TACC3 PPI = ARNT/TACC3 interaction disruption; AID 623870; AlphaScreen His-ARNT PAS-B/GST-TACC3 binding, luminescence; TACC3 fragment carries E629A point mutation; inhibition, % at 9.99 µM; hit rate 0.66% among 390,000;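 active means mean inhibition of replicates at least 50% and at least half of replicates each reaching 50%; inconclusive means half or more replicates reach 50% but mean below 50%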;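 further: 0% = complete ARNT plus TACC3 wells and 100% = ARNT alone without TACC3; many hits fall short of the cut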
SIRT5 block = sirtuin-5 (human) deacylase inhibition; Q9NXA8; Purified SirT5, succinyl-peptide AMC, trypsin-coupled fluorescence; inhibition, % at 15 µM; hit rate 1.1% among 330,000; in the data active means inhibition above about 15%; inconclusive means no clear call, values can overlap the other calls
Target sequence (Q9NXA8 whole entry, looked up): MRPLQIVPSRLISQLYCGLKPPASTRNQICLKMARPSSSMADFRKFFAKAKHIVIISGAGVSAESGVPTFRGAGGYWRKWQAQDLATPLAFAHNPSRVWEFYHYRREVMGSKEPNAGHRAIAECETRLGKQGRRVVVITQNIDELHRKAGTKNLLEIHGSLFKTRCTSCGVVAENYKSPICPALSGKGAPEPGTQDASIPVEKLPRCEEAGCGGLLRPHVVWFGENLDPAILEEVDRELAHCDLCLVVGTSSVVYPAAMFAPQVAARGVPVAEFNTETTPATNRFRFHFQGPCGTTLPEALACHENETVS
ERp5 inh = ERp5 (human) disulfide isomerase inhibition; Q15084; ERp5 insulin aggregation, absorbance 650 nm, 90 min; inhibition, % at 9.99 µM; hit rate 0.05% among 350,000;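 active means mean replicate inhibition above about 25%, with every replicate also reaching it, limit read from the data, passing the limit was not always enough; inconclusive means only one of those two criteria met; inactive means neither criterion met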
Target sequence (Q15084 whole entry, looked up): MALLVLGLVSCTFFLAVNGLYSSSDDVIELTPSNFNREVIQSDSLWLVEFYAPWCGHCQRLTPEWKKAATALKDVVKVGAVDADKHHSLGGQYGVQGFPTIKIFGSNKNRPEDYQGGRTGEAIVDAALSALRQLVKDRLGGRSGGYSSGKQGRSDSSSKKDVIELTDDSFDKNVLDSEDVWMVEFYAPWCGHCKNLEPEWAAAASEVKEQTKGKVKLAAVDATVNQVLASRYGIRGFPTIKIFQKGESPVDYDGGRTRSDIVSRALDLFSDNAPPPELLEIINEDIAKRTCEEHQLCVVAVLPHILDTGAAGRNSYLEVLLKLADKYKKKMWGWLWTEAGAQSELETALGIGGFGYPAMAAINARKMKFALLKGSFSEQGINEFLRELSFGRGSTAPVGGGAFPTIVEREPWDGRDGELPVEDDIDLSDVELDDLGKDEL
Cneo AK release = causes C. neoformans cell lysis; adenylate kinase release luminescence, 4 h; normalised: neutral wells 0, clomiphene wells 100; lysis activity, % at 15 µM; hit rate 0.2% among 360,000; AID 651654;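 active means mean lysis activity across replicates of at least 80%, whatever share of replicates individually reach that level; inactive means mean lysis activity below 80%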
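Test system: log-phase Cryptococcus neoformans yeast cells; Quantity: yeast cell density of 5 × 10^6 cells/mL; Buffer or medium: YPD; Doses: single compound concentration per well; Timing: 4 h at 37 °C static, read 1 h later; Measured by: AK luminescence; Read-out basis: lysis from increased AK signal; Control set: Clomiphene as positive control.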
esBAF inh = inhibitors of esBAF chromatin remodeling in mouse ES cells. AID 602393. reporter increase, % at 12.5 µM. Bmi1-luciferase knock-in reporter, 24 h; 100% = twice the neutral-well signal. hit rate 2% among 350,000; in the data active means activation above about 40%; inconclusive means no clear call, values can overlap the other calls;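 further: 0% = median of the plate's neutral control wells and 100% = double that signal; a rise in the Bmi1 reporter signal indicates esBAF inhibition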
miR-122 sensor = miR-122 inhibition in Huh7 cells; hit rate 0.3% among 340,000; activation (reporter increase), % at 12.5 µM; Huh7 miR-122 Renilla luciferase sensor, 48 h; neutral wells = 0, positive control = 100; AID 602342;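 active means mean replicate activation score at least 90 and every replicate individually at or above 90; inconclusive means only one of the two criteria met; inactive means neither criterion met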;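 further: higher luciferase means less miR-122 activity so hits act as miR-122 inhibitors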
The depositor's hits bear a star; ? = inconclusive; / = no result given; [ ] = remark or other dose.

SMILES	Statin myotox sup	ARNT TACC3 PPI	SIRT5 block	ERp5 inh	Cneo AK release	esBAF inh	miR-122 sensor
CCCC(=O)Nc1ccccc1-c1nnn(CC(=O)Nc2ccc(OCC)cc2)n1	0	4	/	/	-3	7	6
Cn1nccc1C(=O)N1CCc2c([nH]c3ccccc23)C1c1ccc(F)cc1 (stereo unspecified)	3	4	2	0	-1	6	1
CO[C@@H]1CN(C)C(=O)c2ccc(NC(=O)C3CC3)cc2OC[C@H](C)N(C(=O)c2ccccc2F)C[C@@H]1C	-12	/	/	/	/	31	3[16.7 µM]
C/C(=N\NC(=O)CSc1nc2ccccc2[nH]1)c1ccncc1	6	7	-4	1	0	4	-4
CC(C)NC(=O)Nc1cccs1	0	-2	/	/	1	-1	6
C[C@@H]1CN([C@@H](C)CO)C(=O)c2cccc(NC(=O)NC3CCCCC3)c2O[C@@H]1CN(C)Cc1ccc(Cl)c(Cl)c1	/	2	1	8	10	-3	-3[16.7 µM]
CCC/C=C1/CCCOC(C(=O)NCc2ccc(S(C)(=O)=O)cc2)(C(F)(F)F)C1 (stereo unspecified)	3	/	1	7	0	4	/
COC(=O)[C@H](Cc1ccccc1)NC(=O)N1CCN(c2ccc(F)cc2)CC1	3	-4	-1	2	-4	-3	-6
Cn1c(N)c(Sc2ccc([N+](=O)[O-])cc2)c(=O)n(C)c1=O	-21	1	-11	1	-1	-1	-5
COc1cc(/C=C/C(=O)OCC(=O)NCC2CCCO2)ccc1OCC#N (stereo unspecified)	/	-7	/	/	3	/	3
O=C(Nc1ccc(C(=O)O)cc1)/C(=C\c1ccco1)NC(=O)c1ccc(Br)o1	3	-1	6	4	/	-5	-10
Cc1c(-c2nc(-c3ccc(C(F)(F)F)cc3)no2)n(C)oc1=O	/	3	-4	4	0	/	8
O=C(CNS(=O)(=O)c1ccc(Br)cc1)NC1CCCC1	6	-3	-3	-5	0	3	/
COC(C/C=C\[C@@H](O)COCc1ccccc1)OC	8	-16	-4	1	2	2	-10
CCN(CC(=O)Nc1ccccc1OC)C(=O)CSCC(=O)Nc1cccc(C)c1	13	-2	1	-2	3	3	-4
O=C(Nc1c[nH]c(=O)[nH]c1=O)c1cc([N+](=O)[O-])cc([N+](=O)[O-])c1	4	-11	-4	2	0	-5	-7
O=C(Nc1ccc(F)cc1)C(=O)c1c(O)[nH]c2ccc([N+](=O)[O-])cc12	-8	0	/	/	0	7	0
Cc1ccc(C(=O)C(OC(=O)c2cnccn2)c2ccccc2)cc1C (stereo unspecified)	/	0	-7	7	/	/	/
CC(Sc1nccn1C)C(=O)c1c(N)n(C)c(=O)n(C)c1=O (stereo unspecified)	-1	0	2	-1	2	-7	/
CO[C@@H]1CN(C)C(=O)c2ccc(NS(C)(=O)=O)cc2OC[C@H](C)N(C(=O)C2CCOCC2)C[C@H]1C	-2	-16	2	3	2	-3	-7[16.7 µM]

A draw from above in order of molecular weight, lowest first.
SMILES	Statin myotox sup	ARNT TACC3 PPI	SIRT5 block	ERp5 inh	Cneo AK release	esBAF inh	miR-122 sensor
CC(C)NC(=O)Nc1cccs1	0	-2	/	/	1	-1	6
COC(C/C=C\[C@@H](O)COCc1ccccc1)OC	8	-16	-4	1	2	2	-10
Cn1c(N)c(Sc2ccc([N+](=O)[O-])cc2)c(=O)n(C)c1=O	-21	1	-11	1	-1	-1	-5
O=C(Nc1c[nH]c(=O)[nH]c1=O)c1cc([N+](=O)[O-])cc([N+](=O)[O-])c1	4	-11	-4	2	0	-5	-7
CC(Sc1nccn1C)C(=O)c1c(N)n(C)c(=O)n(C)c1=O (stereo unspecified)	-1	0	2	-1	2	-7	/
C/C(=N\NC(=O)CSc1nc2ccccc2[nH]1)c1ccncc1	6	7	-4	1	0	4	-4
Cc1ccc(C(=O)C(OC(=O)c2cnccn2)c2ccccc2)cc1C (stereo unspecified)	/	0	-7	7	/	/	/
O=C(CNS(=O)(=O)c1ccc(Br)cc1)NC1CCCC1	6	-3	-3	-5	0	3	/
COc1cc(/C=C/C(=O)OCC(=O)NCC2CCCO2)ccc1OCC#N (stereo unspecified)	/	-7	/	/	3	/	3
COC(=O)[C@H](Cc1ccccc1)NC(=O)N1CCN(c2ccc(F)cc2)CC1	3	-4	-1	2	-4	-3	-6
CCCC(=O)Nc1ccccc1-c1nnn(CC(=O)Nc2ccc(OCC)cc2)n1	0	4	/	/	-3	7	6
CCN(CC(=O)Nc1ccccc1OC)C(=O)CSCC(=O)Nc1cccc(C)c1	13	-2	1	-2	3	3	-4
CCC/C=C1/CCCOC(C(=O)NCc2ccc(S(C)(=O)=O)cc2)(C(F)(F)F)C1 (stereo unspecified)	3	/	1	7	0	4	/
O=C(Nc1ccc(C(=O)O)cc1)/C(=C\c1ccco1)NC(=O)c1ccc(Br)o1	3	-1	6	4	/	-5	-10
CO[C@@H]1CN(C)C(=O)c2ccc(NC(=O)C3CC3)cc2OC[C@H](C)N(C(=O)c2ccccc2F)C[C@@H]1C	-12	/	/	/	/	31	3[16.7 µM]
C[C@@H]1CN([C@@H](C)CO)C(=O)c2cccc(NC(=O)NC3CCCCC3)c2O[C@@H]1CN(C)Cc1ccc(Cl)c(Cl)c1	/	2	1	8	10	-3	-3[16.7 µM]

Next section.
SMILES	Statin myotox sup	ARNT TACC3 PPI	SIRT5 block	ERp5 inh	Cneo AK release	esBAF inh	miR-122 sensor
COc1ccc2cc(Br)ccc2c1CC(=O)NCC1CCCO1 (stereo unspecified)	2	0	-2	-8	2	5	0
c1ccc(-c2noc(CN3CCc4sccc4C3)n2)cc1	2	0	-8	4	-1	18	0
CN(c1ccccc1)S(=O)(=O)c1cccc(C(=O)NNC(=O)c2ccccc2)c1	-13	4	10	6	12	-5	-3
CN(C(=O)c1ccccc1)C1c2c(ccc3ccccc23)OCC1CO (stereo unspecified)	16	0	1	-3	6	22	2
Cc1ccc(NC(=S)C2=C(O)c3ccccc3N(C)S2(=O)=O)cc1	9	-1	/	/	2	31	0
O=C(Cn1nc(C(=O)O)c2ccccc2c1=O)NCc1ccco1	8	-4	-4	1	/	-1	/
Cc1nc(N2[C@@H](C#N)[C@@H](c3ccccc3)[C@@H]2CO)sc1C	-5	-1	1	3	-2	4	/
O=C(c1cc(-c2ccc3c(c2)OCO3)on1)N1CCCCC1	-1	-5	-6	2	-2	-66	8
Cn1c(NC(=O)C[n+]2cc(-c3ccccc3)n3c2CCC3)cc(=O)n(C)c1=O	2	1	/	/	-2	-5	-6
COc1ccc(/C=C2/SC(=S)N(CCCC(=O)Nc3ccccc3C(=O)O)C2=O)cc1	6	8	5	3	4	-62	-5
CC(C)COC(=O)NCCOC(=O)Nc1cccc(Cl)c1	-26	-9	/	/	2	-13	-2
O=C(Nc1ccc2c(c1)OCO2)N[C@@H]1CC[C@H](CCNC(=O)C2CC2)O[C@H]1CO	7	-8	-1	-1	-4	16	1[16.7 µM]
CN(C)/C=C/C(=O)c1cccc(Cl)c1	-5	-4	/	/	2	16	2
CC1C(c2ccccc2)C(C#N)(C#N)C2(C#N)C(=O)NC1(N)C2C (stereo unspecified)	-5	7	-3	6	1	-6	-3
O=C(Nc1ccc2c(c1)OCO2)C1CCCN1C(=O)Nc1ccccc1 (stereo unspecified)	8	-10	-2	0	0	0	3
Cc1[nH]c(=S)[nH]c(=O)c1Cc1c(O)ccc2ccccc12	6	12	-2	-2	/	-8	134*
CCCCC(=O)C1=C(N2CCCC2)CC(C)(C)CC1=O	-2	-1	/	/	-1	-5	22
CCOC(=O)N1CCN(C(=O)c2ccccc2NC(=O)c2ccc(OC)cc2)CC1	10	-7	/	/	/	-5	-2
CCCn1nc2cc(C(=O)NCC34CC5CC(CC(C5)C3)C4)ccc2c1OCC	12	-5	-3	-3	-4	1	/
CN(C)C(CNC(=O)c1cc(-c2ccco2)nc2ccccc12)c1ccccc1 (stereo unspecified)	0	0	/	2	-1	-5	1
CNS(=O)(=O)c1ccc2c(c1)oc(=O)c1cc(S(=O)(=O)NC)ccc12	/	31	0	-1	/	/	/
C[C@@H]1CCCCO[C@@H](CN(C)C(=O)Cc2ccccc2)[C@H](C)CN([C@H](C)CO)C(=O)c2cc(NC(=O)Nc3ccc(F)cc3)ccc2O1	/	-10	3	-3	0	5	-13[16.7 µM]
CCS(=O)(=O)c1ncc(CO)n1CCc1ccccc1	3	-6	-2	-3	2	-11	1
O=C(Nc1ccc(F)cc1F)c1cc(Cl)sc1Cl	-5	2	-2	2	-3	13	7
CCOc1cc(C2C3=C(CCCC3=O)N(C)C3=C2C(=O)CCC3)cc(Cl)c1O	-3	9	/	/	-1	1	0
Nc1nc(=O)n(C2CCCO2)cc1Br (stereo unspecified)	9	-22	0	-6	0	9	/
O=C(CN1CCCCCC1)N/N=C/c1ccc2ccccc2c1	-11	-4	-1	-5	-1	1	-1
CCC(=O)N1CCc2cc(S(=O)(=O)NC(Cc3ccccc3)C(=O)NC3CCCCC3C)ccc21 (stereo unspecified)	-7	-3	/	/	1	12	4
CCOc1cc2[nH]c(=S)n(CCN3CCCCC3C)c(=O)c2cc1OCC (stereo unspecified)	-8	7	/	/	3	-5	-1
COc1ccc(OCC(=O)Nc2nnc(S(=O)(=O)N3CCCCCC3)s2)cc1	113*	-1	-1	2	-1	-5	-4
C[C@@H]1CN([C@@H](C)CO)C(=O)c2cc(NC(=O)CCN3CCOCC3)ccc2O[C@H]1CN(C)S(=O)(=O)c1ccc(F)cc1	-38	/	/	0	-1	-1	-6[16.7 µM]
CCCc1c(-c2ccc(O)cc2)nn(-c2ccc(O)cc2)c1-c1ccc(O)cc1	1	-4	/	/	0	-2	-5
CC(C)NC(=O)Nc1ccc2c(c1)C(=O)N([C@H](C)CO)C[C@@H](C)[C@@H](CN(C)Cc1ccc(Cl)c(Cl)c1)O2	-6	7	4	8	1	-2	10[16.7 µM]
NC(=O)c1ccc(SCC(=O)NC2CCCCC2)c([N+](=O)[O-])c1	/	-3	-1	2	/	/	/
CCn1c(SCC(=O)NCCc2ccccc2)nnc1C(C)C	/	-7	-5	-5	/	/	/
CC(Oc1ccc(S(=O)(=O)N2CCCC2)cc1[N+](=O)[O-])C(=O)NC1(C#N)CCCCC1 (stereo unspecified)	20	0	1	5	1	-4	0
O=C1[C@H]2[C@@H](c3ccc(C(F)(F)F)cc3)N[C@]3(CCCN(Cc4ccc(Cl)cc4)C3=O)[C@H]2C(=O)N1Cc1ccccc1	-1	/	1	6	-3	2	-7
O=C(O)c1ccc2c3c(cccc13)C(=O)N(c1cccc3ccccc13)C2=O	/	-5	-3	-3	/	/	/
CC(C)CC(=O)Nc1nnc(-c2ccco2)s1	-2	4	/	/	-1	?	3
Cn1c(=O)c2cc(NC(=O)Cc3ccccc3F)ccc2n1-c1ccc(C(C)(C)C)cc1	-8	/	/	1	-1	-1	0
CCCN(CC(=O)Nc1ccccc1C)C(=O)COC(=O)c1cnc(C)cn1	5	-1	-1	-1	3	-8	-11
C[C@H](CO)N1C[C@H](C)[C@@H](CN(C)C)Oc2ccc(NC(=O)c3ccncc3)cc2C1=O	3	-4	0	-1	-2	2	2[16.7 µM]
Cc1ccccc1C(=O)NC1CCN(CC(=O)N2CCCCC2C)CC1 (stereo unspecified)	8	10	0	5	2	-2	2
COc1ccc(NC(=O)CCNS(=O)(=O)c2ccc3c(c2)CC(C)N3C(=O)C2CC2)cc1 (stereo unspecified)	0	-1	-2	6	12	18	2
CCOC(=O)c1ccc(-n2ccnc2)c(NC(=O)c2ccc(Cl)cc2)c1	/	1	/	/	-10	/	-3
FC(F)(F)c1cccc(NC(=S)N(CCCN2CCCC2)Cc2cccn2Cc2ccc(Cl)cc2)c1	3	-1	-5	0	7	2	-12

Screening results as filed in PubChem BioAssay.

This is a random part of the collection; overall some 4% were active at least once.
